Source: PubChem BioAssay
KDM5B inh: Primary screen for KDM5B Histone Demethylases FDH-coupled qHTS. 2.6% of 220,000 active. KDM5B demethylase, FDH-coupled NADH fluorescence (FDH is formaldehyde dehydrogenase). Lysine-specific demethylase 5B (Homo sapiens), Q9UGL1. Potency, µM (series often up to 57.7 µM), without a hit: top-dose activity change, negative = inhibition, actives largely listed as inhibitors; active = well fitted inhibition curve with a large enough effect; inconclusive = small, poorly fitted or top-dose-only effect; inactive = no such curve, though single readings can be large or run the other way; note: 0% is about no effect; nearly all actives have a fitted effect of over 70% in size
Target sequence (Q9UGL1 whole entry, looked up): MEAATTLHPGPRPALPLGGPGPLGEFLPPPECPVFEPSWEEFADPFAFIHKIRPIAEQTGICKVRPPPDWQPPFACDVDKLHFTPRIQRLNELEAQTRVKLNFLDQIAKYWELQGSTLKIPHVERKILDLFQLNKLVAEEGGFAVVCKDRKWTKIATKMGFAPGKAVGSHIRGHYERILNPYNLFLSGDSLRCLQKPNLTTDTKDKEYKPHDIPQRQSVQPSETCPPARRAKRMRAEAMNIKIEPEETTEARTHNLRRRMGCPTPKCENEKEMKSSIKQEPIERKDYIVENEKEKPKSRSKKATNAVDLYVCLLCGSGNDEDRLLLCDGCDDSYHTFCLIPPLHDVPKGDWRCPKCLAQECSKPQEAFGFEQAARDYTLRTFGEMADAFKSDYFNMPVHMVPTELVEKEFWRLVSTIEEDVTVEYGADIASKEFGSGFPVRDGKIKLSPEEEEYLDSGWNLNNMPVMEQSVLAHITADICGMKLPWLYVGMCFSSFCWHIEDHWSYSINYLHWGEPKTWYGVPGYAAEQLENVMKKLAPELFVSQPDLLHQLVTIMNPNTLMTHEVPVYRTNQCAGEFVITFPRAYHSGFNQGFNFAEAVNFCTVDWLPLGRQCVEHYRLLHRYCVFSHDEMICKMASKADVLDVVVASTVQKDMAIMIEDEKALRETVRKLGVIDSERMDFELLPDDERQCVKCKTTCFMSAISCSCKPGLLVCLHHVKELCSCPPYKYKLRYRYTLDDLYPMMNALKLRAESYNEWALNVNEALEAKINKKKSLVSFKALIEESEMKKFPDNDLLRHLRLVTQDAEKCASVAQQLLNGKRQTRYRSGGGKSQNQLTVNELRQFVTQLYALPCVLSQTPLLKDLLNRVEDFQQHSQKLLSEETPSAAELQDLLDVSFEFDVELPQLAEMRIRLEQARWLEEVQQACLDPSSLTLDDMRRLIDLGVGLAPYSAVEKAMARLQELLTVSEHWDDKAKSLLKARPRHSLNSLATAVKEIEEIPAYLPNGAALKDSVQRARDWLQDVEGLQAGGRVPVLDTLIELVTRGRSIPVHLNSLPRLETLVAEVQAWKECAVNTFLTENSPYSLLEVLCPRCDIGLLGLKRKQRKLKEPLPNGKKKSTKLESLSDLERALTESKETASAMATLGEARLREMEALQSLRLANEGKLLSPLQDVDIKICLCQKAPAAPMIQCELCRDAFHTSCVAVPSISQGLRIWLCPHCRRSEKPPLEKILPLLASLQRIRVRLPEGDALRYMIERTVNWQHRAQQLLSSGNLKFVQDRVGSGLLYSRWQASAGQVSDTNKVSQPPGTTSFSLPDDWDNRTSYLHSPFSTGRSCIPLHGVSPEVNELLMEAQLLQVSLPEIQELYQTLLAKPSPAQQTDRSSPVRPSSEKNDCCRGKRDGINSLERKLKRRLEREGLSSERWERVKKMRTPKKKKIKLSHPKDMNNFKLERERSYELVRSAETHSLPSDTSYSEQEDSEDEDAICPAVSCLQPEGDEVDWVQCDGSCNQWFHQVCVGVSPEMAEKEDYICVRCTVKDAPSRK
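Measured: NADH fluorescence change, 30 min, RT. System: KDM5BΔAP 200 nM final, H3K4me3 peptide, α-KG, Fe(II), ascorbate, NAD⁺ plus FDH, pH 7.5 HEPES. Compounds: titrated, 10 min pre-incubation with enzyme.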
* marks the source's active call; other numbers are inactive results; ? = inconclusive; & = joins results of further samples; [ ] = remark or other dose. Potency is the fitted concentration of half-maximal effect. Not all compounds are listed. The share of hits here may be higher or lower than overall.

KDM5B inh | smiles
18.0% | Cc1cccc(NC(=O)CN2CCN(C(=O)CN3C(=O)NC4(CC(C)CC(C)(C)C4)C3=O)CC2)c1C (configuration not stated)
-15.3% | CSc1ccccc1C(=O)NCc1coc(-c2cccs2)n1
-10.5% | Cc1ccc(CN2CCCn3nc(C(=O)NCc4ccc(OC(C)C)cc4)cc3C2=O)cc1
-6.7% | Cn1nc(C(=O)NC2CCCC2)c(Cl)c1C(F)(F)F
7.3% | CC(C)c1ccc(CN(C)C(C)C(=O)NCc2cccs2)cc1 (configuration not stated)
28.2µM* | O=C1N(C2CCOCC2)CCCC12CCN(c1ccc(Cl)cn1)C2 (configuration not stated)
? | Cn1cccc1C(=O)NC1CCN(c2cc(-c3ccccc3)[nH]n2)CC1
? | Cc1cccc(CN2CC[C@@H]3OCC(=O)N(Cc4ccccc4)[C@H]3CC2)c1
3.3% | CNC(=O)c1cc(SC)ccc1C
-6.5% | N#Cc1c(N)nc2c(c1-c1cccc(F)c1)CCCC2
-10.2%&-8.0% | Cc1cc(C)cc(OCC(=O)Nc2cccc3cccnc23)c1
1.4% | COc1cccc(-c2ccc(NC(=O)C3CCCN(CCCn4cccn4)C3)cc2)c1 (configuration not stated)
-12.1% | CCC(=O)N1CCc2c(C(=O)Nc3ccc(C)cc3)cccc21
19.4% | O=C(c1c(F)cccc1F)N1CCCC2(C1)NC(=O)N(Cc1ccccc1)C2=O (configuration not stated)
9.9% | CC(C)N1CCN(C(=O)CCC2CCN(S(=O)(=O)c3ccccc3)CC2)CC1
0.1% | COc1ccc(-c2noc(CNC(=O)COc3cccc(C)c3C)n2)cc1OC
-7.9% | O=C1CS(=O)C2(CCN(S(=O)(=O)Cc3ccccc3F)CC2)N1CC1CC1 (configuration not stated)
-4.7% | COc1ccc2c(CNc3ccc(C)cc3C)cc(=O)oc2c1
-3.8% | COc1ccc(NC(=O)c2cccc3ccccc23)c2cccnc12
3.2% | Cc1ccc(C(=O)n2nc(-c3ccco3)nc2NCc2cccs2)cc1

KDM5B inh: entries above that show a hit.
KDM5B inh | smiles
28.2µM* | O=C1N(C2CCOCC2)CCCC12CCN(c1ccc(Cl)cn1)C2 (configuration not stated)

More entries:
KDM5B inh | smiles
18.6% | Cn1c(=O)c2sc3c(c2n(C)c1=O)COC(C)(C)C3
18.5% | CNC(=O)NC(=O)CCN(C)c1ccccc1
-4.3% | CCN(C)c1cccc(NC(=O)c2ccc3ccccc3n2)c1
10.9% | NCCCC(N)(C(=O)O)c1ccccc1 (configuration not stated)
-15.5% | COc1ccc(C(=O)Nc2ccccc2-c2nnn(CC(N)=O)n2)cc1
-5.5%[86.2 µM] | O=C(NCC1CC1)c1nc2c(o1)CCN(Cc1cccc(O)c1)CC2
7.5% | Cc1ccc(CNC(=O)CC2CCCN(c3cnn(C)c(=O)c3)C2)cc1 (configuration not stated)
-25.5% | Cn1cccc1CN1CCCN(S(=O)(=O)c2ccccc2)CCC(=O)NCC1
28.2µM* | COc1ccc(CNC(=O)c2noc(-c3ccc4c(c3)OCO4)n2)cc1
16.5% | Cn1c(=O)c2c(ncn2CCC(=O)NC(C)(C)C)n(C)c1=O
7.7% | CCOc1ccc(/C(O)=C2\C(=O)C(=O)N(Cc3cccnc3)C2c2ccc(C)cc2)cc1Cl (configuration not stated)
? | COc1ccc2oc(-c3ccc(C)cc3)cc(=O)c2c1
? | COC(=O)CCNC(=O)c1cc(-c2cccs2)nc2ccccc12
16.7% | O=C(Nc1ccccc1)Nc1c(NC2CCCCC2)c2ccccc2oc1=O
-16.2% | CCCSc1nc2sc3c(c2c(=O)n1-c1ccc(C)c(Cl)c1)CCN(C(C)=O)C3
33.4% | CN(Cc1ccsc1)C(=O)c1cccs1
-8.7% | CCCCc1nn(CC(=O)N2CCCC2c2c(C)noc2C)c(=O)n1CC (configuration not stated)
3.4% | OCC#Cc1ccc(CN2CCC3(CCNCC3)C2)cc1
? | COc1cccc(CNC(=O)CCC(=O)N2CC3CCCN3c3ccccc32)c1 (configuration not stated)
-2.7% | COc1ccccc1OCC(=O)N1CCN(C(=O)c2ccco2)CC1
13.7% | CC(=O)N1CCc2cc(NC(=O)CCc3ncc(-c4ccccc4F)o3)ccc21
? | COc1ccc(-c2cc(C(=O)N3CCCCC3)c3cccc(C)c3n2)cc1
? | CCOc1ccc(-c2nc(C3CC(=O)N(c4ccc(Cl)cc4)C3)no2)cc1OCC (configuration not stated)
1.6% | Cc1cccc(-c2noc(CCCC(=O)N3CCC4(CC(=O)NC4=O)C3)n2)c1 (configuration not stated)
? | CNC(=O)[C@@H](c1ccc(Cl)cc1)N1CCC[C@H]1C(=O)NC(C)C
-31.2% | Cn1c(CN2CCOCC2)nnc1C1CCCN(S(=O)(=O)C2CC2)C1 (configuration not stated)
? | O=C(Cn1ccn2nc(-c3ccccc3)c(CO)c2c1=O)Nc1ccc(F)cc1F
-12.8% | CN(C)C(=O)C1CN(C(=O)c2cccc(Br)c2)CC12CCOCC2 (configuration not stated)
-2.5% | CCn1ccnc1CN(C)C(=O)c1cc(COc2ccccc2F)[nH]n1
? | O=C(Cc1ccsc1)N1CCC2(CC1)N=C(c1ccccc1)NO2
? | Cc1csc2nc(COC(=O)c3ccc(NC(=O)C(C)Oc4ccccc4)cc3)cc(=O)n12 (configuration not stated)
37.1% | c1cncc(CNc2nc(-c3cccnc3)nc3ccccc23)c1
11.2% | COc1ccc(C(=O)N2CCCC(C(=O)NCc3ccccc3)CCNC(=O)CC2)cc1F (configuration not stated)
-20.8% | Cc1ccc(C2Cn3nnc(-c4nc(C5CCCCC5)no4)c3CO2)c(C)c1 (configuration not stated)
15.9% | CCCCOC(=O)COc1ccc2c(=O)c(Oc3cc(C)cc(C)c3)coc2c1
15.1% | CC(NS(C)(=O)=O)C(=O)O (configuration not stated)
-9.3% | CCc1ccc(NC(=O)N2CCN(C(=O)c3nsc4ccccc34)CC2)cc1
-3.6% | CCCOC1CCCN(C(=O)c2cc(Cl)ccc2OC2CCN(C(C)=O)CC2)C1 (configuration not stated)
6.5% | COc1ccc(C)cc1NC(=O)COC(=O)c1ccc2ccccc2n1
-12.2%[86.2 µM] | Cn1cc(CN2C[C@@H](F)[C@@H](OCc3nc4ccc(C(F)(F)F)cc4[nH]3)C2)cn1

Shown in CSV form: part of the list above
SMILES,KDM5B inh
COc1ccc(C)cc1NC(=O)COC(=O)c1ccc2ccccc2n1,6.5%
Cn1cc(CN2C[C@@H](F)[C@@H](OCc3nc4ccc(C(F)(F)F)cc4[nH]3)C2)cn1,-12.2%[86.2 µM]

Back to the main list with the four entries that preceded the break.
KDM5B inh | smiles
-9.3% | CCc1ccc(NC(=O)N2CCN(C(=O)c3nsc4ccccc34)CC2)cc1
-3.6% | CCCOC1CCCN(C(=O)c2cc(Cl)ccc2OC2CCN(C(C)=O)CC2)C1 (configuration not stated)
6.5% | COc1ccc(C)cc1NC(=O)COC(=O)c1ccc2ccccc2n1
-12.2%[86.2 µM] | Cn1cc(CN2C[C@@H](F)[C@@H](OCc3nc4ccc(C(F)(F)F)cc4[nH]3)C2)cn1
18.2% | O=C(NNc1ccccc1C(F)(F)F)c1cccs1
-29.9% | CCN(Cc1cc2cc(C)ccc2[nH]c1=O)C(=O)c1ccc(C)cc1
? | O=C1CCC2(CNC(=O)c3cccnc3)CCCC=C2N1 (configuration not stated)
2.2% | O=C(C1CCCN(Cc2nc(-c3cccs3)no2)C1)N1CCOCC1 (configuration not stated)
12.2% | CCN(C(=O)Cn1cc(C(=O)OC)c2ccccc21)c1ccccc1
19.6% | COC1CCC12CCN(Cc1ccc(F)c(F)c1)CC2 (configuration not stated)
-26.3% | CN(C)C1(CNC(=O)Cc2cccs2)CCCCC1
? | CCc1nc2c(c(-c3ccc(Cl)cc3)n1)CN(C(=O)C1CC1)CC2
? | CCCc1ccc(S(=O)(=O)N2CCC(c3c[nH]c4c(C)cccc34)CC2)cc1
7.6% | CCc1c(C(=O)N2CC[C@@H]3[C@@H](CCC(=O)N3CCN)C2)csc1C
-2.1%[86.2 µM] | CCNC(=O)NC[C@H]1O[C@H](Cc2cc(COC)on2)CC[C@@H]1O
20.3% | O=C(Nc1ccc(F)cc1)Nc1cccnc1
-20.7% | c1ccc(-c2nnc(N3CCCC3)nc2-c2ccccc2)cc1
-21.2% | CCCSC1=C(C#N)C(c2ccc(C)cc2)CC(=O)N1 (configuration not stated)
28.2µM* | Cn1cc([C@@H](NC(=O)c2cccc3c2NCCC3)C2CC(O)C2)cn1 (some centres not stated)
10.6% | COc1ccc(-c2nnc(CN3CCC(c4ccn[nH]4)CC3)o2)cc1
148.0%[activator] | CN(Cc1ccccc1)S(=O)(=O)c1ccc(-c2nc(C#N)c(NCc3cccnc3)o2)cc1
13.8% | Cc1c(C(=O)Nc2nnc(C(C)C)s2)nnn1-c1ccccc1
38.5%[activator] | COc1ccccc1OC1(C(=O)O)CCN(C(=O)CC2CC2)CC1
? | CCOc1ccc2oc(=O)cc(CN3CCN(C(=O)c4ccc(OC)c(OC)c4)CC3)c2c1
12.1% | O=C(Nc1ccc2oc(-c3cccnc3)nc2c1)c1cccc(Cl)c1
9.4% | Cc1ccc(C)c(NC(=O)Cc2c[nH]c3ccccc23)c1
-7.4% | O=C(CCn1ccc2cc(S(=O)(=O)N3CCCC3)ccc21)NCc1cccc(Cl)c1
-45.8% | Cc1ccc2ncc(C(=O)Nc3ccc(OC(F)(F)F)cc3)c(=O)n2c1
-7.4% | CC1(C)SC(=S)N(/N=C/c2cccnc2)C1N(O)C(=O)NC1CCCCC1 (configuration not stated)
-1.4% | CSCCC(NS(=O)(=O)c1ccc2c(c1)oc(=O)n2C)C(=O)N1CCN(c2ccc(C(C)=O)cc2)CC1 (configuration not stated)
0.4% | COc1ccc(C(=O)N2CCc3cc(OC)c(OC)cc3C2COc2ccc3c(C)cc(=O)oc3c2)c(OC)c1 (configuration not stated)
24.1% | CCc1nc(SCC(=O)Nc2ccccc2C)n[nH]1
28.2µM* | O=C(NCc1ccc2c(c1)OCO2)c1nc(-c2cccnc2)c2cnccn12
-2.0% | CC(C)(C)C(=O)Nc1cccc(NC(=O)c2cc(Cl)ccc2F)c1
22.4µM* | Cc1ccc(Cl)cc1-n1nc(-c2c(C)nc3scc(CC(=O)NCCC(C)C)n3c2=O)cc1C
19.6% | CCC(C)(C)C1CCC(NC(=S)Nc2cccc(Cl)c2Cl)CC1 (configuration not stated)
12.7% | COc1ccc(-c2cc(C(=O)Nc3nnc(C)s3)no2)cc1
-23.5% | CCc1ccc(NC(=O)c2cc3c(=O)n(Cc4cccnc4)ccc3nc2C)cc1
-9.1% | O=C(Cc1ccc(Cl)cc1)NCCc1ccc(F)cc1
-6.7% | CS(=O)(=O)Nc1ccc(C2(C(=O)O)CCCCC2)cc1
-9.5% | CC(C)CN1CCc2[nH]cnc2C12CCN(C(=O)CN1CCOC1=O)CC2
-28.9% | Cn1c(=O)c2cc(C(=O)NCCCN3CCN(c4cccc(Cl)c4)CC3)sc2c2ccccc21
? | O=c1[nH]c(C2CCCN(Cc3cccc(-c4cccs4)c3)C2)nc2ccc(F)cc12 (configuration not stated)
43.6%[activator] | O=C(O)/C=C/c1ccc(Cl)cc1
26.7% | CCCCNC(=O)c1cccc(NC(=O)c2ccncc2)c1
-21.9% | CC(=O)Nc1nc(-c2ccc3ccccc3c2)cs1
? | COc1ccccc1C(=O)Nc1nnc(S(=O)(=O)N2CCCCCC2)s1
14.7% | COCC(=O)NNC(=S)NCC(C)C
4.6%[86.2 µM] | COc1ccc(-c2cn3c(n2)CO[C@@H](CNCc2ccccc2OC)C3)cc1
9.2% | CSCC(=O)N1C[C@@H](C(=O)O)[C@H](c2ccc3c(c2)OCO3)C1
15.6% | COc1ccc(NC(=O)C2CCN(c3cc(C(F)(F)F)ncn3)CC2)cc1OC
-4.7% | CCOc1ccccc1NS(=O)(=O)c1c(C(=O)OC)sc2ccccc12
? | COc1cccc(C(c2c(O)cc(C)n(Cc3ccco3)c2=O)N2CCC(C)CC2)c1 (configuration not stated)
-17.6% | COC(=O)C1C(=O)CC(C)(O)C(C(=O)OC)C1c1ccccc1 (configuration not stated)

(listing goes on)
KDM5B inh | smiles
14.6% | COc1cc(Cl)ccc1C(=O)N1C[C@@H](CO)[C@H](c2nc(C)no2)C1
0.7% | C=CCOc1cccc(NC(=O)c2ccccc2Br)c1
10.0% | CC1=NS(=O)(=O)N(Cc2ccccc2)C=C1C(=O)OCc1c(C)noc1C
-25.6% | CSc1ncc(C(=O)NCc2cccc(C)c2)c(-c2ccccc2)n1
27.8% | COc1ccccc1C(O)(C(=O)N(NC(C)=O)c1ccccc1)c1ccccc1OC
? | Cc1cc(S(=O)(=O)N[C@@H]2CN(C)C[C@H]2CN(C)C)ccc1F
19.4% | Cc1ccc(NC(=O)N2CCCC(c3ccccc3)C2)cc1 (configuration not stated)
? | COc1ccc(-c2nc(C)c(C(=O)N3CCN(C(C#N)c4ccc(F)cc4)CC3)s2)cc1OC (configuration not stated)
-7.7% | CC(C)(C)C(=O)/C=c1/[nH]c(=O)/c(=C/c2c(F)cccc2F)s1
1.1% | Cn1nccc1C(=O)N1CCC(c2cc(-c3ccc(F)cc3)n[nH]2)CC1
-13.4%[86.2 µM] | CC[C@H]1CN(C(=O)c2ccc(F)cc2)CC[C@H]1CC(=O)NC1CCCC1
-12.6% | COc1ccc(-n2c(C)nc3c(cnn3-c3ccc(F)cc3)c2=O)cc1

Three entries already listed, ordered by the number in KDM5B inh, largest number first:
Molecule	KDM5B inh
O=C(Nc1ccc(F)cc1)Nc1cccnc1	20.3%
CCC(C)(C)C1CCC(NC(=S)Nc2cccc(Cl)c2Cl)CC1 (configuration not stated)	19.6%
O=C(Nc1ccccc1)Nc1c(NC2CCCCC2)c2ccccc2oc1=O	16.7%
